Assay outcomes as filed in PubChem.
mcGAS RapidFire: inhibitors of Mus musculus cyclic GMP-AMP synthase, initial high-throughput assay, cell-free, RapidFire MS. recombinant mouse cGAS, cGAMP by RapidFire MS. hit rate 0.18% among 130,000. Q8C6L5. inhibition, % at 12.5 µM;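 active means inhibition of cGAS enzyme activity at or above 60%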;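 further: enzyme stimulated by 45 bp dsDNA with ATP and GTP substrates; cGAMP share of summed cGAMP plus half ATP and half GTP signals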
Target sequence (Q8C6L5 whole entry, looked up): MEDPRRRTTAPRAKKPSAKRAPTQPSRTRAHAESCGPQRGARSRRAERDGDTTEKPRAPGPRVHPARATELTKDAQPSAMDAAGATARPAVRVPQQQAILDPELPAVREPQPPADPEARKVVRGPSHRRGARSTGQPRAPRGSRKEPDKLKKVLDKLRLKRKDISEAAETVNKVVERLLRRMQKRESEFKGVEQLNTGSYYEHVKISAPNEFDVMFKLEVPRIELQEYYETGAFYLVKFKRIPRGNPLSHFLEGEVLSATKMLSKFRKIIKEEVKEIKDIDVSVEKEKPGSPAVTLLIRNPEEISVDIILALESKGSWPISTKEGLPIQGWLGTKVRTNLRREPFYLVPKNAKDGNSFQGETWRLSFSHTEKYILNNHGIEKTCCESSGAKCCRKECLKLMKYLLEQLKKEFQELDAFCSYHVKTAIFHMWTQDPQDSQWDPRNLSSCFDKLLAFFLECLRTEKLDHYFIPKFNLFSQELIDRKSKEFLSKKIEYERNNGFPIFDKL
Active calls of the source: *; & = joins results of further samples.

SMILES	mcGAS RapidFire
Cc1cc(Cl)ccc1N(CC(=O)NCCSc1ccccc1)S(C)(=O)=O	-10
CCOC(=O)Cn1c(=S)[nH]c2sc3c(c2c1=O)CC(C)(C)NC3(C)C	-5
O=c1c2ncccc2n(Cc2ccc(Cl)cc2Cl)c(=O)n1Cc1ccccn1	-2
CC(C(=O)NC1(C#N)CCCCC1)N1CCN(C(=O)C2CCCC2)CC1 (centres undefined)	7
Cc1nc(CCN)cc(NCC(O)c2ccccc2)n1 (centres undefined)	-3
CC(=O)c1c(O)nc2sccn12	-13
CN(C)P(=NC(=S)Nc1cccc([N+](=O)[O-])c1)(c1ccncc1)N(C)C	-7
CC(C)c1ccc(CN2CCC2(C)C(=O)NCCc2c[nH]c3ccccc23)cc1 (centres undefined)	-3
O=c1ccc2cc(S(=O)(=O)n3cnc4ccccc43)ccc2o1	-5
CC(C)(C)c1ccc(CCC(=O)Nc2ccc3[nH]c(=O)c(=O)[nH]c3c2)cc1	2
CCCNC(=O)C1(C)CCN(Cc2cc(-c3ccccc3)on2)C1 (centres undefined)	-4
COc1ccc(C=C2SC(N3CCCCC3)=NC2=O)cc1OC	-8
CC1(C(=O)N2CCC(c3n[nH]c(=O)n3-c3ccccc3)CC2)CCCCO1 (centres undefined)	-11
COCCC(=O)N(C)CC1CCN(CCc2ccccc2OC)CC1	-9
CO[C@H]1CN(C(=O)c2cc(C3CC3)[nH]n2)CC[C@H]1N	-13
COC(=O)c1sccc1N=Cc1c(O)n(C)c(=O)n(C)c1=O	-7
CCCCOc1ccc(-c2nc(C=Nc3ccccc3C#N)c(O)o2)cc1	-11
O=C(O)c1cc(C(=O)O)cc(N2C(=O)CSC2=S)c1	-3
COc1ccc(OC)c(C2CCCN2c2cc(C)nc3ncnn23)c1 (centres undefined)	-1
CC1(NC(=S)Nc2ccc(NC(=S)NC3(C)CCS(=O)(=O)C3)cc2)CCS(=O)(=O)C1 (centres undefined)	-11
CCCCn1nc(C(=O)Nc2cccc(N3CCCC3=O)c2)ccc1=O	7
CCCCCCCCCCCC(=O)N(CCO)CCO	-6
O=C(NCCc1ccccc1)C1=C2c3ccccc3S(=O)(=O)N2CC1	-6
Fc1ccc(-c2cnc[nH]2)cc1	-7
COc1cccc(CN2CCC(n3nc(C)cc3C)C2)c1O (centres undefined)	-13
O=C(c1ccccc1C1CCNC1)N1CCC(O)(Cc2ccccc2)CC1 (centres undefined)	-5
CN(C)CCNCc1c(-c2ccccc2)noc1N1CCc2ccccc2C1	-13
COc1ccc2o/c(=N\NC(N)=S)c(-c3nc4ccccc4[nH]3)cc2c1	29
Cc1cc(C)n(CCNC(=O)c2cc(CC(C)C)[nH]n2)c(=O)n1	-7
O=C(Cn1cnc2c(nnn2-c2ccc(F)cc2)c1=O)NCCc1ccccc1	6
COc1cccc(CNc2nc3cc(-c4ccc(C(=O)N5CCN(C)CC5)cc4)sc3c(=O)n2C)c1	-8
N#Cc1ccc(/C=C2\SCCc3ccccc3C2=O)cc1	7
Cn1ccc(C(=O)Nc2ccnn2-c2cccc(Cl)c2)cc1=O	-2
O=C(NC1CC1)C1CCCN(S(=O)(=O)N2CCCCCC2)C1 (centres undefined)	-7
COc1ccc(Cc2nnc3n2N(C(C)=O)C(c2ccc(Cl)c(Cl)c2)=C(C(C)=O)S3)cc1	-4
CC(=O)c1cccc2c1OC(C)C(=O)N2Cc1cccc(C(F)(F)F)c1 (centres undefined)	4
Cc1ccc(C=NCC(O)COCc2ccco2)o1 (centres undefined)	-6
Cc1oc(-c2cc(F)cc(F)c2)nc1CN1CCCCC1c1nccs1 (centres undefined)	1
CC(C)c1ccc(-c2c(N3c4ccccc4CC3C)c(=O)c2=O)cc1 (centres undefined)	-8
O=c1c2cc(O)ccc2oc2ccc(O)cc12	1

15 structures out of the list, sorted by heavy-atom count, lowest first.
SMILES	mcGAS RapidFire
Fc1ccc(-c2cnc[nH]2)cc1	-7
O=c1c2cc(O)ccc2oc2ccc(O)cc12	1
Cc1ccc(C=NCC(O)COCc2ccco2)o1 (centres undefined)	-6
CCCCCCCCCCCC(=O)N(CCO)CCO	-6
N#Cc1ccc(/C=C2\SCCc3ccccc3C2=O)cc1	7
COc1cccc(CN2CCC(n3nc(C)cc3C)C2)c1O (centres undefined)	-13
Cc1cc(C)n(CCNC(=O)c2cc(CC(C)C)[nH]n2)c(=O)n1	-7
COc1ccc(OC)c(C2CCCN2c2cc(C)nc3ncnn23)c1 (centres undefined)	-1
CC(=O)c1cccc2c1OC(C)C(=O)N2Cc1cccc(C(F)(F)F)c1 (centres undefined)	4
O=C(c1ccccc1C1CCNC1)N1CCC(O)(Cc2ccccc2)CC1 (centres undefined)	-5
CN(C)CCNCc1c(-c2ccccc2)noc1N1CCc2ccccc2C1	-13
O=C(Cn1cnc2c(nnn2-c2ccc(F)cc2)c1=O)NCCc1ccccc1	6
CC1(NC(=S)Nc2ccc(NC(=S)NC3(C)CCS(=O)(=O)C3)cc2)CCS(=O)(=O)C1 (centres undefined)	-11
COc1ccc(Cc2nnc3n2N(C(C)=O)C(c2ccc(Cl)c(Cl)c2)=C(C(C)=O)S3)cc1	-4
COc1cccc(CNc2nc3cc(-c4ccc(C(=O)N5CCN(C)CC5)cc4)sc3c(=O)n2C)c1	-8

The listing continues:
SMILES	mcGAS RapidFire
Cc1ccc(S(=O)(=O)N2CCCN(C(=O)CCN3CCSC3=O)CC2)cc1	-32
Cc1ccsc1S(=O)(=O)N1CCCC(N(C)CCCN(C)C)C1 (centres undefined)	-9
c1ccc(CCc2cn(CCc3ccncc3)nn2)cc1	-13
CCCCCCn1c(N2CCOCC2)nc2c1c(=O)n(C)c(=O)n2C	-1
Cc1nc2cc(OCc3cc(C(=O)NCc4cc(F)ccc4C)no3)ccc2s1	-11
O=C1COC(c2ccccc2)C2CCCCN12 (centres undefined)	-5
c1ccc(CC2CN(Cc3cccc(Cn4cccn4)c3)CCO2)cc1 (centres undefined)	-1
O=C(NCC(CO)Cc1ccco1)Nc1ccccc1F (centres undefined)	-2
COc1ccc(OC2CCN(C(=O)C3CC3)CC2)c(C(=O)NCc2cccc3[nH]ccc23)c1	-4
CSCc1noc(CNS(=O)(=O)NCc2ccccc2)n1	-11
Cc1cc(Br)ccc1NC(=O)CNC(=O)CCc1cccs1	-6
CS(=O)(=O)NCC1CCOC1c1ccccc1 (centres undefined)	-9
COc1ncc(CN2CCC(c3[nH]ncc3-c3cccc(F)c3)CC2)cn1	-19
Cc1ccccc1OCCn1cnc2cc(F)ccc2c1=O	1
O=C(C1CCCN(c2ncnc3c2nc2n3CCCCC2)C1)N1CCC(N2CCCCC2)CC1 (centres undefined)	-7
O=C(c1cnn(Cc2ccccc2)c1)N1CCC(O)(c2ccccc2)CC1	3
CCc1nc2c(s1)C(OC(=O)c1ncoc1C1CCCO1)CCC2 (centres undefined)	-10
CC(C)n1nccc1N=C1N=C(N)c2ccccc21	-6
CC(=O)c1cc(Cl)ccc1OCC(=O)Nc1ccc(C)cc1Br	4
O=C1OC(CNS(=O)(=O)c2cccnc2)CN1c1ccc2c(c1)OCO2 (centres undefined)	-5
Cc1nn(CC(=O)N2C(C)CCCC2C)c(C)c1[N+](=O)[O-] (centres undefined)	-5
O=C(Cn1nnc2sc3c(c2c1=O)CCCC3)N1CCOCC1	9
COc1ccc(C)cc1NC(=O)COc1ccc(F)c(F)c1	-3
CCNC(=O)NC1CCN(C(=O)CC(C)C)CC1	10
Cc1nc2sc3c(c2c2ncnn12)CC(C)(C)OC3	6
O=C(NCC1CCN(C2CCOCC2)C1)Nc1ccccc1Cl (centres undefined)	-4
O=C(N=Nc1c(O)[nH]c2ccc(Br)cc12)c1cnc2ccccc2c1	0
Cc1onc(-c2ccccc2Cl)c1C(=O)NCCSC1Sc2ccccc2NC1=O (centres undefined)	12
COc1ccc(N2CCN(C(=O)CCN3CCc4sccc4C3C)CC2)cc1 (centres undefined)	-11
O=C(CCN1C(=O)NC2(CCCC2)C1=O)N1CCOCC1	-7
CCn1c(CC2CCN(C(=O)c3n[nH]c4c3CCC4)CC2)nn(C)c1=O	-8
CC(C)C(NS(=O)(=O)CCCCC#N)c1ccc(Cl)cc1 (centres undefined)	-4
CCCNC(=O)C1CN(Cc2nc(-c3ccsc3)no2)c2ccccc2O1 (centres undefined)	0
CCN(CC)S(=O)(=O)c1ccc2[nH]c(=O)cc(C(=O)OC(C)C(=O)c3c[nH]c4ccccc34)c2c1 (centres undefined)	-9
Cc1cc(OCc2cc(C(=O)NC(C)c3cnn(C)c3)no2)cc(C)c1Cl (centres undefined)	-3
FC(F)(F)c1nc2n(n1)C(c1ccc(Cl)cc1)C1COc3ccccc3C1=N2 (centres undefined)	2
CCCC1=NN(C(C)=O)C(C(=O)N(C)CCNC(=O)C(F)(F)F)O1 (centres undefined)	-5
CC(C)Cc1cc(C(=O)NC(C)c2cn3ccsc3n2)n(C)n1 (centres undefined)	-12
COC1(c2ccccc2)CCN(Cc2cc3n(n2)CCCNC3)CC1	2
N#CC(=Cc1c(-c2ccccc2)nc2sccn12)c1nc2ccccc2s1	-14
CN1CCC(N(C)C(=O)c2cc3ccc(F)cc3[nH]2)CC1	-3
COc1cc(Cn2ccnc2-c2sccc2C)cc(OC)c1OC	-3
CCOc1ccc(Nc2ncnc3c2nnn3C)cc1	-6
Cc1cc(CN2CCCC(CCC(=O)NC3CC3)C2)oc1C (centres undefined)	9
COc1ccc(NC(=O)Cc2ccc(C)nc2)cc1Br	2
Cc1ccc(NC2(C(=O)NC(C)c3nncn3C)CCCCC2)cc1C (centres undefined)	-41
Cc1nc2cc(C(=O)NC(C)c3cnn(-c4ccccn4)c3C)ccc2s1 (centres undefined)	-1
CC1Oc2ccc(C#N)cc2N(Cc2ccc(Cl)cc2)C1=O (centres undefined)	7
C=CCn1c(SCC(C)=O)nc2scc(-c3ccc(C)o3)c2c1=O	-11
CC1(c2ccccc2)NC(=O)N(CC(=O)c2ccc3c(c2)OCCO3)C1=O (centres undefined)	-8
The list continues.
SMILES	mcGAS RapidFire
O=C(NCc1cccc2ccccc12)NCc1nnnn1-c1ccc(Cl)cc1	16
COC(=O)C(C(=O)O)=C1SC2=C(SCCS2)S1	4
CC(C)c1ccc(S(=O)(=O)NC2CCS(=O)(=O)C2)cc1 (centres undefined)	-5
COCCCn1ccc2c(cnc3ncnn32)c1=O	8
C=CCn1c(=NC(=O)c2ccccc2S(C)(=O)=O)sc2cc(Cl)ccc21	-5
Oc1c(C(Nc2ccccn2)c2ccccc2F)ccc2cccnc12 (centres undefined)	-4
Cc1ccc(Cn2nc(C)c(/C=C/C(=O)N3CCCCCC3)c2Cl)cc1	-3
NC(=O)CSc1nc(N)cc(=O)[nH]1	-14
COc1ccc2c(c1)CC(CNC(=O)CCCCCl)O2 (centres undefined)	-2
COCCN(Cc1nc(-c2cnccn2)no1)C(C)C	-2&1
Cc1cc(C)[n+]2c3c(sc2n1)CCCC3	-5
COc1ccc(S(=O)(=O)Nc2nc(CCC(=O)NCCC3=CCCCC3)cs2)cc1	-1
CC(NC(=O)c1ccc(-c2ccc(Br)cc2)s1)C(=O)N(C)C (centres undefined)	15
O=C(COc1cc(Cl)cc(Cl)c1)Nc1ccccc1N1CCCC1=O	12
CCCC(=O)N1CCC1(C)C(=O)NS(=O)(=O)c1cccc(C#N)c1 (centres undefined)	-3
CCOC(=O)N1CCN(C(=O)c2cnn(-c3ccc(Cl)cc3)c2C)CC1	-5
O=C(N[C@H]1C[C@H]2C(=O)NCC(=O)N2C1)c1cncc(Cl)c1	-25
CCN(CCn1cccn1)C(=O)CCCn1nnnc1CN1CCC(C)CC1	-3
CCC(CC)NCCCN1CCCC(O)C1 (centres undefined)	-21
Cc1cc(N)n(CC(=O)NCc2cnn(-c3cccc(F)c3)c2)n1	-28
CN(C)CCN(CC1CCCN(Cc2ccccc2F)C1)C(=O)c1cccc2nccnc12 (centres undefined)	-7
CC(=O)C1=C(C)NC(=O)NC1c1cc2ccc(C)cc2[nH]c1=O (centres undefined)	-1
Cn1c(=O)n(CC(=O)NC2CC2c2cccc(F)c2)c2ccccc21 (centres undefined)	-6
CNC(=O)c1cccc(C(=O)N2CCSC3(CCCCC3)C2)c1	-6
O=C(O)CN1C(=O)C(Oc2ccccc2)C1c1cccnc1 (centres undefined)	-4
O=C(CNC(=O)c1cccc(Br)c1)Nc1nc2c(s1)CCCC2	9
Brc1cc2c(cc1CSc1nnc(-c3ccco3)o1)OCO2	-8
CCCCC1CCCN1C(=O)c1ccc(O)c(OC)c1 (centres undefined)	-16
O=[N+]([O-])c1cccc(N=Cc2sc3ccccc3c2O)c1	2
COc1ccc(C(=O)NC(C)c2ccc(F)cc2F)c(O)c1 (centres undefined)	-8
CCCC(CCC)n1[nH]c(=O)c2c(C)cc(C)nc21	6
COc1ccc(NC2=NC3CS(=O)(=O)CC3S2)cc1Cl (centres undefined)	13
CC1=C(C=NNS(=O)(=O)c2ccccc2)C(=O)N(C)C(=O)C1C#N (centres undefined)	-8
Cc1cc2ncc(CNCc3cccc4c3OCO4)cn2n1	-3
CN(C)C(=O)c1ccc2c(c1)N(C)C(CC(=O)NCCCc1cccnc1)CO2 (centres undefined)	-16
COc1cccc(-c2cccc(CN3CCOCC3)c2)n1	-15
CCOC(=O)CSc1nc(C)nc2sc(C(=O)OCC)c(C)c12	-6
Cc1ccc(CNC(=O)c2c[nH]c(=O)cn2)c(OC(C)(C)C)c1	-2
CCC(CO)N(Cc1cccnc1)Cc1nc[nH]c1C (centres undefined)	2
CC(C(=O)Nc1ccc(Cl)cn1)N1CCN(c2ccc(F)cc2)CC1 (centres undefined)	-13
Cc1nn(C)c(C)c1CN(C(=O)C1CC(=O)N(CC(C)C)C1)C1CC1 (centres undefined)	-13
CCC(CC)(CO)NCc1ccccc1F	-10
O=S(=O)(Nn1cnnc1)c1ccccc1	4
Cc1nc(C2CC2)ncc1C(=O)N1CCC(Cc2cccc(C(=O)O)c2)CC1	-14

Only part of the results is shown; rates above refer to the full screens.
